Assay outcomes: PubChem BioAssay, several laboratories
TWEAK Fn14 block – inhibitors of TWEAK-Fn14 signaling, primary screen, luciferase reporter cells, uHTS; TWEAK-stimulated Fn14 reporter cells, luciferase luminescence, 8 h; inhibition, % at 10 µM; 360,000 tested, 2% active; AID 1159606, 2016; in the data active means inhibition above about 50%
SRC3 inh – SRC3 coactivator transcriptional activity inhibitors, primary screen, cell-based, luminescence. Nuclear receptor coactivator 3 (Homo sapiens), Q9Y6Q9. HEK293 GAL4-SRC3 luciferase reporter. inhibition, % at 3.6 µM. 360,000 tested, 0.17% active;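 active means inhibition above a per-campaign cutoff, the mean of all compounds plus 3 SD, cut at about 60% in these data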;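 further: 0% = DMSO-treated cells and 100% = gossypol-treated cells at 36 µM; higher means less SRC3-driven luciferase light from the GAL4 reporter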
KKLEB tox – cytotoxicity in KKLEB CF airway cells, primary screen, cytotoxicity control for CF NF-kB inhibitor project, cell-based, uHTS, fluorescence assay plates; KKLEB CF airway cells viability, ATPlite luminescence, overnight; hits give low values; cells stimulated with P. aeruginosa culture filtrate; activity change (cytotoxicity), % at 5 µM; 360,000 tested, 0.36% active; AID 602141, 2011;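 active means corrected activity change at or below -50% at 5 µM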
C8 TRAIL sens – viability loss with TRAIL in NB7+C8 cells, primary screen, TRAIL sensitizer project, cell-based, ATPlite luminescence. inhibition (viability loss, TRAIL sensitization), % at 10 µM. 360,000 tested, 1% active;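 active means compounds causing at least 50% loss of cell viability in the single-dose screen, relative to plate controls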
CF NFkB inh – inhibitors of PAF-induced NF-kB signaling, primary screen, cell-based, GFP fluorescence, uHTS; KKLEB NF-kB-GFP reporter, GFP fluorescence overnight; inhibition, % at 5 µM; 360,000 tested, 0.86% active;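 active means at least 50% inhibition at 5 µM, scaled per plate between neutral and stimulator controls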;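 further: PAF is a Pseudomonas aeruginosa culture filtrate used as stimulus; plate controls were PAF-stimulated DMSO wells for no effect and unstimulated DMSO wells for full effect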
NCOA1 inh – SRC1 coactivator transcriptional activity inhibitors, primary screen, cell-based, luminescence; Nuclear receptor coactivator 1 (Homo sapiens), Q15788; HEK293 GAL4-SRC1 luciferase reporter; inhibition, % at 3.6 µM; 360,000 tested, 0.12% active; AID 588354, 2011;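 active means inhibition above the campaign mean plus 3 SD, with each screening campaign given its own cutoff, cut at about 60% in these data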;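 further: 0% = DMSO treated cells and 100% = gossypol at 36 µM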
NR2F2 inh – NR2F2 transcriptional activity inhibitors, primary screen, cell-based, luciferase reporter, HEK293T, luminescence; COUP transcription factor 2 (Homo sapiens), P24468; HEK293T NGFI-A luciferase reporter; inhibition, % at 8.6 µM; 370,000 tested, 0.7% active;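 active means inhibition above a per-plate cutoff, mean inhibition of test wells between control levels plus 3 SD, cut at about 38% in these data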;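 further: cells cotransfected with COUP-TFII expression vector driving the NGFI-A reporter; 0% = median of COUP-TF2 test wells and 100% = reporter-only cells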
Target sequence (P24468 whole entry, looked up): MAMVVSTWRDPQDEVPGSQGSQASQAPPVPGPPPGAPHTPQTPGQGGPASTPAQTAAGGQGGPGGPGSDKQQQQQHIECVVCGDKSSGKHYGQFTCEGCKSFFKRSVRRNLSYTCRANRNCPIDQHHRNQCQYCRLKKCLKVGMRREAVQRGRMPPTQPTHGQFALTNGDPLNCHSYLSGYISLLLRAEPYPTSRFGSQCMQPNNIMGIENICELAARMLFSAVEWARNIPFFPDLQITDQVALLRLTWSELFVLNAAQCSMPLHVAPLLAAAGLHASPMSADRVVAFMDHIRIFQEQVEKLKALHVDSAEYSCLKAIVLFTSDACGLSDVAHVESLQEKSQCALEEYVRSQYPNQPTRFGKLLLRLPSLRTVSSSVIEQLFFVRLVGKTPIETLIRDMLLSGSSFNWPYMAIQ
NR5A2 inv ag – LRH-1 (NR5A2) inverse agonists, primary screen, cell-based, luminescence, HEK293T, StAR-luciferase reporter. LRH-1 transfected, 24 h. 360,000 tested, 0.13% active. inhibition, % at 3.6 µM. AID 602396, 2012;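 active means inhibition above the mean inhibition of all tested compounds plus 3 SD, cut at about 73% in these data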;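 further: 0% = DMSO wells and 100% = reporter-only cells lacking LRH-1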
Target sequence (O00482 whole entry, looked up): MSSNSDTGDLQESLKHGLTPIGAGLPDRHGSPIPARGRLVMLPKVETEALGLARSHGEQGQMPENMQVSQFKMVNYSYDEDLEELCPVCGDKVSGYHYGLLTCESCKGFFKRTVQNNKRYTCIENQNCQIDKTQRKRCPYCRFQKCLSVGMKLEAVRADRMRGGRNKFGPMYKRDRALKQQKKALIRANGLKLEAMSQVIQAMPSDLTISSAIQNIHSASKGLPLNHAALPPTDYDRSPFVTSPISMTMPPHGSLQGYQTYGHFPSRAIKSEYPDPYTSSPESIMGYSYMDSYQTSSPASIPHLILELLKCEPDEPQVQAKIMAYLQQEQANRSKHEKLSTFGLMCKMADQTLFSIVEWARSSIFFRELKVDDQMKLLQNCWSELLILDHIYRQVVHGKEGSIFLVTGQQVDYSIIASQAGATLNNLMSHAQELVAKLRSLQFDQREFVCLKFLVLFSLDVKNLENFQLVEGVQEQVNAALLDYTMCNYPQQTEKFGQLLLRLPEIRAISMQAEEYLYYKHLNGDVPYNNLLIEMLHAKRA
EBV LMP1 NFkB – EBV LMP1-driven NF-kappaB luciferase reporter inhibitors, primary screen, cell-based, luminescence, single point; LMP1-induced NF-kappaB luciferase reporter cells; inhibition, % at 12.5 µM; 350,000 tested, 0.69% active; in the data active means inhibition above about 41%;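 further: 0% = neutral control wells and 100% = reference inhibitor control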
Shn3 3UTR inh – reduction of Shn3 3'UTR firefly luciferase signal, primary screen, Schnurri-3 inhibitor project, cell-based, Clone20 osteoblasts, set 2. inhibition, % at 12.5 µM. AID 588674, 2011. 360,000 tested, 0.52% active. Clone20 osteoblast Shn3 3'UTR firefly luciferase, 24 h;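 active means mean inhibition of at least 75% with every replicate also reaching 75%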;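 further: 0% = median of neutral control wells and 100% = pilot-screen positive control compound; some compounds past the cut are filed as inactive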
TROY NFkB inh – inhibitors of TROY-driven NF-kB signaling, primary screen, Q293 LMP1-TROYcd cells, NF-kB luciferase, uHTS; Q293 LMP1-TROYcd NF-kB luciferase reporter, 4 h; inhibition, % at 10 µM; 360,000 tested, 0.98% active; AID 1347056, 2019;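 active means compounds whose plate-normalised and pattern-corrected inhibition of the luciferase reporter signal at the single screening dose is 50% or more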
Active calls of the source: *; · = not tested or not shown. Some of the compounds tested, so the mix of outcomes need not match the whole.

Results follow in this order: TWEAK Fn14 block	SRC3 inh	KKLEB tox	C8 TRAIL sens	CF NFkB inh	NCOA1 inh	NR2F2 inh	NR5A2 inv ag	EBV LMP1 NFkB	Shn3 3UTR inh	TROY NFkB inh
- CCC(C(=O)NCc1ccco1)N(Cc1cccs1)C(=O)CNS(=O)(=O)c1ccccc1 (stereo not drawn)
    2	-5	15	9	-9	-5	4	-9	2	1	7
- COc1ccc(OC(C)c2nnc(N)s2)cc1 (stereo not drawn)
    -3	10	-7	-13	8	-2	-2	-1	6	14	-11
- CCOC(=O)C(NC(=O)NCc1ccccc1)(OCC)C(F)(F)F (stereo not drawn)
    11	-3	-22	-16	4	4	-17	-7	1	5	-1
- CC(C)Nc1nc(Cl)nc(NCCOc2ccccc2)n1
    -16	-32	-7	8	8	-42	-31	-77	-2	-60	-54
- COc1cc(N)c(C(=O)c2nccc3cc(OC)c(OC)cc23)cc1OC
    15	-7	-3	16	-11	-1	12	16	-19	15	18
- N#Cc1ccc(/C=C/C(=O)c2ccccc2)cc1
    15	0	1	-1	17	-24	-3	13	3	31	17
- COc1cccc(CNC(=O)Nc2cccs2)c1
    -27	-9	1	-9	-2	-40	-13	-49	-5	-22	0
- COc1ccc(NC(=O)COC(=O)CCCOc2ccc(Cl)cc2Cl)cc1
    -1	3	-9	-9	25	-13	12	-15	-4	6	15
- Cc1nn(-c2ccccc2)c2c1C(c1cccnc1)N1C=C(S(=O)(=O)N3CCCCC3)C=CC1=N2 (stereo not drawn)
    8	16	-4	9	4	-2	1	-1	2	-10	7
- NC(=O)C1CCN(c2ccc(S(=O)(=O)N3CCCCC3)cn2)CC1
    -21	10	-4	-2	-6	4	-16	0	3	-5	-9
- COc1ccc([C@H]2CC(=O)C=C(c3ccc(C)c4ccccc34)C2)cc1
    -9	23	-27	0	15	-17	2	-13	-4	-8	-12
- Cc1cc(SCC(=O)N2CCN(C(=O)c3ccco3)CC2)c(C)cc1Br
    -1	6	-36	-4	4	0	12	0	1	17	0
- COc1ccc(-c2cnnc(N/N=C/c3ccc(OC)c(OC)c3)n2)cc1
    -22	3	2	21	-2	-7	-12	0	5	-5	-34
- CCOc1cc(NC(=O)c2ccccc2[N+](=O)[O-])c(OCC)cc1NC(=O)CC(C)C
    -6	4	2	-15	-13	2	7	-9	-1	17	-17
- O=C(OCC(=O)N1CCCCCC1)c1cc(S(=O)(=O)N2CCOCC2)ccc1F
    -5	6	9	-4	-34	3	2	-12	0	15	4
- CC(=O)NCCNc1nc2cc(-c3ccccc3C)sc2c(=O)n1C
    4	-17	-2	1	-27	-7	-7	-12	·	1	-18
- CCNc1ccc(C(=O)OCC(=O)c2cc(C)n(Cc3ccc4c(c3)OCO4)c2C)cc1[N+](=O)[O-]
    -2	28	5	-1	-27	-4	-16	-5	16	22	12
- Cc1cccc(CSc2cccc3cccnc23)c1
    103*	-31	8	28	-28	-36	-7	-24	-14	96*	-78
- CN(C)[C@@H]1CCC[C@@H]1OC(=O)C(c1ccccc1)c1ccccc1
    13	3	0	3	-20	0	-7	-2	-1	0	6
- CCn1c(=O)cc(SCC(=O)N2CCN(c3ccccc3OC)CC2)c2ccccc21
    5	4	14	2	-43	-5	-17	7	-6	-2	0
- CCOC(=O)c1cc(C#N)c(=S)[nH]c1C
    -11	9	-2	-9	5	-3	9	7	6	10	15
- N#Cc1cnc(=S)n(-c2cc(C(F)(F)F)cc(C(F)(F)F)c2)c1N
    1	-13	-2	3	27	-4	3	10	-4	1	1
- CC(C)n1c2ccccc2c2nnc(SCC(=O)Nc3ccccc3C(=O)O)nc21
    -4	9	7	-2	8	-22	3	13	1	2	17
- COc1ccc(NS(=O)(=O)c2cc3c(cc2C)N(C)CCO3)cc1
    11	16	3	12	3	-14	7	7	0	17	13
- Oc1ccc2ccccc2c1/C=N/Nc1nnc(-c2ncc[nH]2)c2ccccc12
    31	5	-6	21	7	2	-32	2	59*	92*	6
- O=C(Cn1cc(C(F)(F)F)cc(Cl)c1=O)Nc1cc(S(=O)(=O)N2CCOCC2)ccc1Cl
    1	-2	-2	1	8	-2	9	7	-14	9	13
- Cc1ccc(OC(C)C(=O)Nc2ccc(C)c(S(=O)(=O)Nc3ccc(C)cc3C)c2)cc1 (stereo not drawn)
    33	6	6	4	-9	-6	5	2	-1	35	8
- COc1ccc2cc(C3OCCO3)c(Cl)nc2c1
    -26	-70	-3	14	-4	-55	-48	-70	-6	-33	-35
- Cc1nn(Cc2ccc(Cl)cc2)c(C)c1NC(=O)CSc1n[nH]c(C)c1[N+](=O)[O-]
    -2	21	1	8	4	10	10	-5	6	10	10
- CCN(CC)C(=O)C1=C(C)N(CCCN2CCCC2=O)C(=O)C(CC(=O)NCCN2CCOCC2)C1 (stereo not drawn)
    -3	0	-31	-1	9	-2	4	14	1	-8	2
- CCOC(=O)c1c(-n2cnnn2)sc(C)c1C
    2	31	-10	-17	0	13	-12	0	-3	-16	-4
- CCCn1c(=O)c(C(=O)NCc2ccccc2Cl)c(O)c2ccccc21
    8	11	-1	8	8	13	17	-2	4	2	19
- COc1ccc(S(=O)(=O)N(C)CC(=O)NCc2cccnc2)cc1OC
    -1	7	7	-33	1	1	1	2	4	2	0
- CN(C)c1nc2ccc(OCCN3CCCCC3)cc2s1
    -24	-9	-2	-4	1	-35	-32	-40	-11	-30	-60
- O=C(Nc1ccc(CSc2ccccc2)cc1)c1ccc(CN2CCOCC2)cc1
    62*	28	-11	37	11	21	68*	45	19	25	34
- C=CCN(c1ccccc1OC)S(=O)(=O)c1cccc(C(=O)OCC(=O)N2CCOCC2)c1
    0	5	-6	2	-28	1	16	13	0	0	-5
- O=C(CCC(=O)N1CCCC1)Nc1ccc([N+](=O)[O-])cc1
    -13	16	3	6	-20	-12	1	-1	0	-2	2
- CCCCCN(C(=O)CSc1n[nH]c(-c2ccc(C)cc2)n1)c1c(N)n(CCCC)c(=O)[nH]c1=O
    0	-31	1	55*	13	-38	-3	-1	2	-11	-71
- CC(C)CC(=O)NC1(C(F)(F)F)NC(=O)N(c2ccccc2)C1=O (stereo not drawn)
    33	-4	-5	-1	7	-11	14	-2	-9	6	-10
- C=CCn1c(NC(=O)c2ccc(Br)o2)c(C(=O)OCC)sc1=S
    6	2	3	4	16	4	16	-2	-2	-3	-6
- COC(=O)C1=C(N)Oc2cc(C)oc(=O)c2C1c1cccnc1 (stereo not drawn)
    8	10	-28	22	-9	2	-8	13	-3	-22	-2
- CC(=O)NC12CC3CC(C1)CC(C(=O)Nc1ccc(C)c(S(=O)(=O)N4CCCCCC4)c1)(C3)C2
    6	3	7	-7	3	12	-2	7	-5	22	9
- Cc1cn(CCC(=O)Nc2ccc(N3CCOCC3)cc2)c2ccccc12
    -28	-29	-14	-11	5	-73	-31	-64	-17	-52	-44
- Cc1ccc(NC(=O)COC(=O)c2ccc([N+](=O)[O-])o2)cc1S(=O)(=O)N1CCCCC1
    14	9	3	1	3	-3	-3	-6	-11	-27	5
- O=C(Nc1nnc(-c2ccccc2Cl)o1)c1nc2ccccc2s1
    -69	-15	-10	2	14	-27	0	23	-11	-10	-8
- COc1ccc([N+](=O)[O-])cc1NCc1ccccc1
    -49	-57	-2	-2	-52	-34	-21	-10	-28	-138	16
- Cc1cc(Br)cn2c(Cc3ccccc3)c(-c3ccc(Cl)cc3)nc12
    19	·	·	25	·	·	6	15	·	·	18
- Fc1ccc(COc2cccc(-c3n[nH]c(=S)o3)c2)cc1
    -1	-5	-1	2	-3	-21	-4	-21	-9	51	5
- CC(C)CN(C(=O)CSc1nnc2c(Cl)cc(C(F)(F)F)cn12)C1CCS(=O)(=O)C1 (stereo not drawn)
    -28	0	-1	14	-5	-10	16	15	-20	8	11
- Cc1cc(-c2nnc(SCC(=O)Nc3nc(-c4ccccc4)cs3)o2)no1
    12	-31	-3	-9	-4	-6	-21	-10	-13	-10	-24
- Brc1ccc(NC2=Nc3ccccc3CC2)cc1
    2	-97	3	4	-32	-99	-26	0	-49	-17	-12
- COc1ccc(NC(=O)Cn2cccc2)c(OC)c1
    2	-13	0	9	8	0	-4	-21	7	0	0
- COc1ccc(C(=O)Nc2ccc(-c3ccc(NC(=O)c4ccc(OC)cc4)c(OC)c3)cc2OC)cc1
    -27	0	-48	36	38	2	6	-7	-14	12	-8
- Cc1ccc(N=Nc2c(C)[nH]n(C(N)=S)c2=O)cc1C
    -13	-141	9	20	-46	-106	-44	-32	-14	-133	-25
- Cc1ccc(-c2onc3ccc(C=O)cc23)cc1
    -33	-106	1	-2	-2	-173	-25	-213	-34	-66	-34
- CCN(C(=O)C1CCCN1S(=O)(=O)c1ccc2c(c1)n(C)c(=O)c(=O)n2C)c1ccccc1 (stereo not drawn)
    -10	-15	1	-8	-5	-26	-17	-8	-6	8	5
- N#CCC(=O)N/N=C/c1ccc(OCc2ccccc2)cc1
    -20	-18	3	3	-8	-29	-35	-10	-5	-27	-7
- COc1ccc2[nH]cc(C(O)CN3CCN(c4ccccc4F)CC3)c2c1 (stereo not drawn)
    -15	5	6	-11	-1	-4	-7	0	-5	·	17
- Cc1ccc(NC(=O)C(=O)NCCN2CCN(S(C)(=O)=O)CC2)cc1
    -4	17	-2	-7	11	11	7	7	1	-13	2
- COc1cc(/C=N/Nc2nc3ccccc3s2)cc([N+](=O)[O-])c1O
    2	-41	16	-12	1	-67	-22	-21	-5	-45	18

Continued.
Results follow in this order: TWEAK Fn14 block	SRC3 inh	KKLEB tox	C8 TRAIL sens	CF NFkB inh	NCOA1 inh	NR2F2 inh	NR5A2 inv ag	EBV LMP1 NFkB	Shn3 3UTR inh	TROY NFkB inh
- COc1ccc(/C=N/n2cc(-c3ccccc3)nc2N)cc1
    -5	3	-3	10	-6	-10	·	-32	-14	6	-40
- Cc1ccccc1OCC(=O)NCC(c1ccco1)N1CCCCC1 (stereo not drawn)
    -2	-25	-10	-1	22	-7	24	20	0	-6	-7
- O=C(Nc1ccc(S(=O)(=O)NCCc2ccccc2)cc1)c1ccco1
    16	-6	5	-3	-8	-13	·	-27	10	-13	9
- C/C=C\C(=O)Nc1cccc(C2=NOC3(C2)C[C@@H](C(N)=O)N(C(=O)CC(c2ccccc2)c2ccccc2)C3)c1 (stereo partly drawn)
    -28	7	3	2	-3	11	12	12	-6	-96	4
- NC(=O)c1ccc(NC(=S)NCc2ccco2)cc1
    -16	-9	1	2	0	-38	-16	-10	-5	-3	12
